Screening data: PubChem, Broad Institute
PAX8 reporter: lowers PAX8-driven luciferase in RMG-I cells | RMG-I TPO-luciferase reporter, SteadyGlo, 24 h | inhibition, % at 12.6 µM | 360,000 tested, 1.2% active;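 active = mean replicate inhibition at least 60% with every replicate also reaching 60%; inconclusive = only one of the two criteria is met; inactive = mean below 60% and not all replicates reaching 60%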;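 also: luciferase light reporting Pax8 driven TPO promoter activity; plate controls were median of neutral control wells for no effect and mitoxantrone controls for full effect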
LGR2 inh: inhibitors of bursicon-induced Drosophila LGR2 receptor cAMP signaling. HEK293 LGR2, CRE-luciferase, bursicon-stimulated, 4 h. inhibition, % at 9.99 µM. 380,000 tested, 0.35% active;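 active = drop in luminescence signal, shown as inhibition above about 50% in the replicate tests, limit read from the data, passing the limit was not always enough; inconclusive = probably only some replicates passing the limit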;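 also: agonist challenge used bursicon conditioned medium at about half maximal strength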
Cneo AK release: Cryptococcus neoformans lysis via adenylate kinase release | C. neoformans lysis, adenylate kinase release luminescence, 4 h; normalised: neutral wells 0, clomiphene wells 100 | AID 651654 | 360,000 tested, 0.2% active | lysis activity, % at 15 µM;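 active = mean lysis activity across replicates of at least 80%, whatever share of replicates individually reach that level; inactive = mean lysis activity below 80%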
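Material: C. neoformans cells; Schedule: 4 h static compound exposure, 37 °C, read 1 h post-reagent; Measured by: adenylate kinase release luminescence; Read-out: signal increase indicating cell lysis; Controls: Clomiphene as positive lysis control.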
C2C12 statin: suppressors of simvastatin-induced myotoxicity in C2C12 myotubes | rescue of ATP level, % at 7.49 µM | 330,000 tested, 0.78% active | ATP luminescence, 48 h; scaled: DMSO 0, geranylgeraniol control 100;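 active = mean ATP rescue above about 67%, or every replicate alone reaching that limit, limit read from the data, passing the limit was not always enough; inconclusive = no clear call, values can overlap the other calls; inactive = mean under the limit and some replicate under it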;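 also: myotubes were challenged with 10 µM simvastatin during compound exposure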
PglD inh: blocks C. jejuni PglD acetyltransferase activity; purified PglD enzyme, DTNB colorimetric CoA detection; inhibition, % at 12.5 µM; 360,000 tested, 0.098% active; in the data active = inhibition above about 16%, passing the limit was not always enough; inconclusive = no clear call, values can overlap the other calls; also: strong numbers were not always called active
ARNT-TACC3 inh: ARNT/TACC3 interaction disruption; Q9Y6A5; AlphaScreen His-ARNT PAS-B/GST-TACC3 binding, luminescence; TACC3 fragment carries E629A point mutation; inhibition, % at 9.99 µM; 390,000 tested, 0.66% active; AID 623870;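 active = mean inhibition of replicates at least 50% and at least half of replicates each reaching 50%; inconclusive = half or more replicates reach 50% but mean below 50%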;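 also: 0% = complete ARNT plus TACC3 wells and 100% = ARNT alone without TACC3; many hits fall short of the cut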
GSIS activator: GLuc luminescence reporter in INS-1E cells, primary screen for activators of glucose-dependent secretion of insulin. 370,000 tested, 0.61% active. INS-1E GLuc reporter insulin secretion, 2-3 h. activation, % at 16.6 µM. AID 743287;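 active = lowest replicate activation of at least 40%, so every replicate reaches that level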;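 also: 0% = median of neutral control wells and 100% = median of IBMX positive control wells; some compounds called inactive have numbers as strong as hits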
PGC1a acetyl inh: modulators of PGC1a acetylation. U2OS PGC1a acetylation, AlphaScreen anti-acetyl-lysine; with virally co-expressed GCN5 acetyltransferase. inhibition, % at 15.6 µM. 350,000 tested, 0.17% active. AID 651687;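 active = every replicate shows inhibition of at least 40%; inconclusive = mean inhibition at least 40% but some replicate below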;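 also: 0% = neutral control wells and 100% = positive control wells; some results beyond the cut were filed as inactive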
* marks the source's active call; other numbers are inactive results; ? = inconclusive; . = no result given. Random draw from the library; about 2.9% have a hit in one of these screens.

Values in the order: Cneo AK release | PglD inh | PGC1a acetyl inh | PAX8 reporter | ARNT-TACC3 inh | LGR2 inh | GSIS activator | C2C12 statin
CCN(CC)CCNC(=O)c1ccc(NC(=O)C2CC(=O)N(CCc3ccc(OC)c(OC)c3)C2)cc1 (stereo not given)
  -0.6 | 3.2 | 5.4 | -11.7 | -7.7 | 13.8 | -13.0 | -3.5
O=C(Cc1cccc(NC(=O)C2CCCN(C(=O)C3CC3)C2)c1)Nc1cccc(C(=O)N2CCCCC2)c1 (stereo not given)
  -3.5 | -0.6 | 2.2 | -2.4 | -1.0 | 9.0 | -2.1 | 15.2
NC(=O)C1CCN(C(=O)c2cc(Cl)c3c(c2)OCCO3)CC1
  0.2 | 5.5 | -2.6 | 7.5 | 7.4 | 2.2 | 11.3 | 2.8
C[C@H](CO)N1C[C@H](C)[C@H](CN(C)Cc2ccc(C(F)(F)F)cc2)OCCCC[C@H](C)Oc2ccc(NC(=O)Cc3ccccc3)cc2C1=O
  2.4 | -1.9 | -12.9 | 110.1* | -4.0 | 11.9 | -14.4 | -95.6
COc1ccc(N2CCN(C(=O)c3cccc(NC(=O)c4ccco4)c3)CC2)cc1
  2.9 | 3.2 | . | 0.6 | 3.4 | 0.7 | -2.8 | 2.3
C[C@H]1CN([C@@H](C)CO)C(=O)Cc2cc(NS(=O)(=O)c3cn(C)cn3)ccc2O[C@@H]1CN(C)C(=O)Nc1cccc2ccccc12
  -1.6 | -0.4 | -6.1 | 11.9 | . | 6.0 | 4.5 | 16.1
O=C(CNC(=O)c1cccs1)Nc1cccc(S(=O)(=O)N2CCOCC2)c1
  -2.0 | -5.7 | 3.4 | 9.4 | 5.5 | 0.0 | -2.2 | 4.4
CCCC[n+]1ccn(C2=C([O-])c3ccccc3C(=O)/C2=N\S(=O)(=O)c2ccccc2)c1
  -0.7 | -2.9 | -2.0 | 43.9 | . | . | . | 5.3
Cc1ccc(-n2ncc3c(=O)n(-c4cccc(C)c4)c(=O)[nH]c32)cc1
  0.3 | 1.1 | 4.4 | 1.3 | . | -11.6 | 6.8 | -3.5
CCOC(=O)C1=C(N2CCCCC2)c2cc3c(n2C1=O)CCCC3
  3.6 | -2.8 | -11.5 | . | 9.5 | . | . | -14.4
O=C(O)/C=C/c1ccc(S(=O)(=O)Nc2ccc(OCc3ccccc3)cc2)cc1
  -0.3 | 2.9 | -1.9 | -13.3 | -0.7 | 3.3 | 7.1 | -3.1
C[C@@H]1CN([C@@H](C)CO)C(=O)Cc2cc(NS(C)(=O)=O)ccc2O[C@@H]1CN(C)C(=O)Nc1ccc(C(F)(F)F)cc1
  -3.0 | 2.1 | 3.2 | 2.1 | . | -0.8 | -14.9 | 3.1
Cc1ccc(-n2ncc3c2ncn2c(C)nnc32)cc1C
  -1.0 | 0.4 | 25.1 | . | 0.3 | -82.3 | 15.9 | -19.5
CCOC(=O)[C@@H]1[C@H]2COc3cc(OC)ccc3[C@@H]2N2C(=O)N(c3ccc(Cl)cc3)C(=O)[C@@]12C
  -2.1 | -8.1 | . | -30.2 | 4.3 | -15.8 | -15.7 | 3.0
CCc1n(CC(O)COC2CCCCC2)c2ccccc2[n+]1C (stereo not given)
  . | . | 0.8 | -0.1 | -2.7 | 12.0 | 31.1 | .
C[C@H]1CN([C@@H](C)CO)C(=O)c2c(c3ccccc3n2C)-c2ccccc2CO[C@@H]1CN(C)S(=O)(=O)c1cccs1
  3.6 | -1.8 | -19.0 | 55.2 | 11.5 | 2.6 | -8.0 | .
CC(Sc1nnc(-c2ccco2)n1C)C(=O)N(C)C1CCCCC1 (stereo not given)
  . | . | -0.1 | 7.3 | -0.8 | 4.1 | 8.7 | 6.7
COc1ccc(-c2cnnc(N/N=C/c3ccc(O)c(OC)c3)n2)cc1
  0.6 | 26.1* | -11.5 | -21.6 | 18.7 | -10.5 | 9.4 | -13.6
CCOc1ccc2c(c1)cc(CN(C(=O)CC)C1CCCCC1)c1nnnn12
  0.1 | . | -12.6 | 4.6 | -2.0 | . | . | 10.6
CC(=O)c1cccc(-n2nnnc2SCC(=O)NNC(=O)C(C)C)c1
  1.0 | -3.2 | 84.7* | -2.0 | 1.5 | 12.0 | -21.7 | 4.6
CCCC#Cc1cnc2c(c1)C(=O)N([C@@H](C)CO)C[C@H](C)[C@@H](CN(C)Cc1ccccc1F)O2
  . | . | -22.1 | -14.9 | . | -5.6 | -10.2 | 25.3
COc1cccc(C#Cc2ccc3c(c2)O[C@H](CN(C)C(C)=O)[C@@H](C)CN([C@H](C)CO)S3(=O)=O)c1
  -9.8 | 2.7 | -3.9 | . | -0.1 | 18.7 | 4.0 | .
Cc1[nH]c2ccccc2c1CCN(Cc1cccnc1)C(=S)NC(C)(C)C
  4.6 | -0.8 | 2.6 | -17.4 | 8.0 | -3.6 | -15.5 | -4.7
CC(=O)N1CC2(C1)[C@H](c1ccc(-c3ccc(F)cc3)cc1)[C@H](CO)N2CC1CC1
  . | . | -5.8 | 1.9 | . | 1.6 | -5.8 | .
COC(=O)c1ccc(C2c3c(oc4ccc(F)cc4c3=O)C(=O)N2CCO)cc1 (stereo not given)
  13.0 | 7.5 | 1.6 | . | -23.6 | . | . | 1.8
COCCNc1nc(NCc2ccccc2OC)c2sccc2n1
  1.7 | 9.9 | 2.2 | . | . | -1.1 | -13.2 | -24.8
Cc1cccc(S(=O)(=O)N2C[C@H](O)COC[C@@H]3O[C@H](CC(=O)NCCCN4CCOCC4)CC[C@H]32)c1
  52.4 | 1.3 | -0.8 | 1.3 | -3.2 | -13.1 | 7.1 | 4.7
O=C(c1ccc2nccnc2c1)N1CCN(c2ccccc2)CC1
  3.7 | 4.6 | . | -6.8 | -3.6 | -3.6 | 0.4 | -0.4
CCOC(CNC(=O)CN1C(=O)COc2ccc(S(=O)(=O)N3CCOCC3)cc21)OCC
  9.3 | 10.3 | -1.7 | 3.4 | -6.0 | -16.1 | 1.2 | 11.0
CO[C@H]1CN(C)C(=O)c2cc(NC(=O)c3cnccn3)ccc2OC[C@@H](C)N(C)C[C@H]1C
  0.1 | -0.5 | -3.1 | . | 5.9 | -1.6 | 3.7 | 4.9
CCOC(=O)c1ccc(N(CC(=O)NCC2CCCO2)C(=O)CCC(=O)Nc2cc(C)on2)cc1 (stereo not given)
  4.9 | -3.2 | . | -15.9 | -3.5 | -4.4 | -9.9 | -1.3
CN1CCN(C(=O)C[C@@H]2C[C@@H]3c4cc(NC(=O)C5CCC5)ccc4O[C@@H]3[C@H](CO)O2)CC1
  2.0 | 0.4 | -4.8 | -12.9 | -2.7 | -0.5 | 14.6 | -3.7
CC1CCCCC12NC(=O)N(CC(=O)Nc1ccc(Cl)c(S(=O)(=O)N3CCOCC3)c1)C2=O (stereo not given)
  . | . | -16.1 | 12.0 | 4.7 | -12.2 | -10.3 | .
CCOC(=O)C1CCN(C(c2ccc(OC)c(OC)c2)c2sc3nc(C)nn3c2O)CC1 (stereo not given)
  -0.9 | 1.5 | 7.2 | 4.6 | -11.1 | . | . | 4.9
Cc1ccccc1CN1CCN(C(=O)CC(C)C)CC1
  1.9 | -1.1 | . | 25.0 | -43.5 | 1.2 | -7.6 | 12.5
CN1CCN(CCCNC(=O)c2ccc(/C=C3\Sc4ccccc4N(Cc4ccc(F)cc4)C3=O)cc2)CC1
  15.2 | -3.3 | 3.0 | 12.1 | -1.2 | 4.1 | 76.1* | 24.4
C[C@@H](C(=O)OCC(=O)NCCc1ccc(S(N)(=O)=O)cc1)N1C(=O)C2CCCCC2C1=O (stereo not given in full)
  3.8 | 3.0 | . | -0.8 | -5.0 | . | -1.5 | 21.5
Brc1ccc(C2=NC(Cc3ccccc3)CO2)cc1 (stereo not given)
  -0.7 | 4.6 | . | -125.1 | -6.5 | -110.5 | -13.7 | 8.0
O=C(O)CCc1ccccc1OC(=O)c1ccccc1
  -2.1 | 4.1 | -8.0 | 5.9 | -1.3 | 2.7 | 7.5 | 1.9
CCN(CC)CCNC(=O)c1ccc(NC(=O)c2cccc(-n3cnnn3)c2)cc1
  -1.0 | -3.6 | -21.6 | 3.8 | 4.7 | 8.6 | -2.0 | 8.7
CCOC(=O)c1cccc(NC(=O)N[C@@H](C)C(=O)OC)c1
  2.8 | 0.9 | -9.4 | . | -8.7 | . | . | -12.3
Cc1noc(C)c1NC(=O)N(C)C[C@@H]1Oc2c(NC(=O)Nc3ccc4c(c3)OCO4)cccc2C(=O)N([C@@H](C)CO)C[C@@H]1C
  -6.7 | -0.2 | 9.0 | . | -1.0 | -3.4 | -2.1 | -14.8
OC(C#CCN1CCCCC1)(c1ccccc1)c1ccccc1
  -5.7 | 4.5 | -26.0 | 12.1 | 17.1 | 14.4 | 6.5 | 0.3
O=C(N[C@@H]1CC[C@@H](CCNS(=O)(=O)c2ccc(Cl)cc2)O[C@H]1CO)c1cccc(F)c1
  -2.6 | 7.8 | -4.9 | -0.8 | -2.0 | 10.4 | 1.3 | 3.6
Cc1ccc(C2=C(O)C(=O)C(c3ccc(C)cc3)=C(O)C2=O)cc1
  . | . | . | 13.6 | 4.6 | -2.9 | -2.6 | .
CC(=O)OCC1=C(C(=O)O)N2C(=O)C(NC(=O)CC(C)c3ccccc3)C2SC1 (stereo not given)
  0.2 | -6.9 | 1.8 | -22.6 | -2.4 | -4.1 | 4.0 | 3.8
COC(=O)c1cccc(C(=O)Nc2ccc(C)cc2Br)n1
  -5.4 | -4.4 | 7.7 | . | -2.8 | -28.0 | 37.2 | 1.4
CCOc1ccc(S(=O)(=O)N2CCC(C(=O)NCC3CCCO3)CC2)cc1C (stereo not given)
  1.9 | 6.6 | -40.5 | 0.7 | -4.5 | 5.0 | -6.0 | 4.1
C[C@H]1CN([C@@H](C)CO)S(=O)(=O)c2ccc(-c3ccncc3)cc2O[C@H]1CN(C)C(=O)CN(C)C
  60.2 | 3.6 | 26.3 | -44.6 | 2.4 | 7.0 | 11.3 | 11.2
CC(C)C#Cc1cnc2c(c1)C(=O)N([C@H](C)CO)C[C@H](C)[C@H](CN(C)C(=O)Nc1ccccc1)O2
  -7.7 | -2.8 | 3.2 | . | 4.1 | 16.3 | -17.5 | 12.2

Remaining list, next part:
Values in the order: Cneo AK release | PglD inh | PGC1a acetyl inh | PAX8 reporter | ARNT-TACC3 inh | LGR2 inh | GSIS activator | C2C12 statin
CCN(C(=O)COC(=O)CCC1CCCC1)c1c(N)n(Cc2ccccc2)c(=O)[nH]c1=O
  -0.2 | -1.7 | 0.4 | -1.9 | . | -1.7 | 21.9 | -2.0
O=C(c1ccc(Cl)c(S(=O)(=O)N2CCCCCC2)c1)N1CCCC1
  3.8 | -1.3 | 3.1 | -10.2 | -3.8 | 8.3 | -8.7 | 43.5
COc1ccc(CCNC/C=C/c2ccccc2)cc1
  1.5 | -0.2 | 3.8 | 9.3 | -3.2 | 3.2 | -9.4 | -3.1
Cc1cc(NC(=O)CSc2nnc(C)c(=O)[nH]2)no1
  2.2 | 2.3 | 5.8 | -17.5 | -5.0 | ? | 5.0 | -2.2
Cc1cc(/C=N/NC(=O)c2ccc(O)cc2)c(C)n1C1CC1
  -3.7 | 4.5 | 1.5 | -14.0 | -11.0 | -4.4 | 5.1 | 0.3
